Screens: PubChem BioAssay, The Scripps Research Institute Molecular Screening Center
GPR7 antagonist – antagonists of human GPR7 (neuropeptides B/W receptor 1). P48145. GPR7-expressing cells, fluorescence antagonist assay. inhibition, % at 4.4 µM. 1.1% of 290,000 active. AID 1861; in the data active means inhibition above about 16%, passing the limit was not always enough;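 further: cells stimulated with the agonist NPW; 0% = agonist with vehicle and 100% = vehicle without agonist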
TAAR1 antag – antagonists of human TAAR1 | CHO RD-HGA16 TAAR1, Fluo-8 calcium fluorescence, antagonist | Q96RJ0 | inhibition, % at 3 µM | 1.5% of 360,000 active;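 active means inhibition above a per-plate cutoff, the mean inhibition of test compounds on that plate plus 3 SD, cut at about 49% in these data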;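 further: 0% = DMSO plus EC80 beta-PEA response and 100% = DMSO alone without agonist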
Target sequence (Q96RJ0 whole entry, looked up): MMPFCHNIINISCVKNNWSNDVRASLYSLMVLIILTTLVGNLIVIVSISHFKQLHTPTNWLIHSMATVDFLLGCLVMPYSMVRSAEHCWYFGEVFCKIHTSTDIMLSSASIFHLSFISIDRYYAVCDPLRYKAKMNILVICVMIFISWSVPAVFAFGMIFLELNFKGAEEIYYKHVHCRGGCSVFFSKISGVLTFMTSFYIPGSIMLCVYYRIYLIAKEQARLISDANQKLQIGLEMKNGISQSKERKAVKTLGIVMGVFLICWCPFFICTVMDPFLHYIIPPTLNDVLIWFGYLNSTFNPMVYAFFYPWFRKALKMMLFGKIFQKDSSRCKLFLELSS
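Test system – hTAAR1-expressing CHO RD-HGA16 cells, Gα16-coupled · Reagent – β-PEA at EC80 concentration, post-compound challenge · Compound dosing – 3 µM, single point · Timing – 140 s kinetic read after compound, 140 s after agonist · Detection – Fluo-8 intracellular calcium dye fluorescence, real-time kinetic reads · Control set – DMSO and EC80 PEA controls · Repeats – n of 1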
V1aR counter – activates human V1a receptor in oxytocin agonist counter-screen; 0.25% of 320,000 active; activation, % at 3 µM; AID 2797; P37288; CHO-V1R cells, Fluo-8 calcium fluorescence, agonist mode; 0% DMSO, 100% 3 nM vasopressin;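 active means activation above the mean activation of all tested compounds plus 3 SD, per screening run, cut at about 20% in these data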;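 further: signal is peak over basal fluorescence ratio across a 100 second FLIPR read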
M1 PAM parental – counter-screen for M1 PAMs: effect in parental CHO-K1 cells. ATP EC20, Fluo-8 calcium fluorescence; 0% at ATP EC20, 100% at ATP max. activation, % at 3 µM. 0.02% of 360,000 active;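 active means activation above the run cutoff, the mean activation of all test compounds plus 3 SD, cut at about 40% in these data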;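 further: peak over basal fluorescence ratio in a 140 s read after ATP addition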
CHO-K1 Ca antag – counter-screen for M1 antagonists: effect in parental CHO-K1 cells | ATP-induced calcium, Fluo-8 fluorescence | inhibition, % at 3 µM | 0.6% of 360,000 active | AID 602250;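 active means inhibition above a per-plate cutoff, the plate's mean sample inhibition plus 3 SD, cut at about 24% in these data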;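 further: 0% = DMSO plus EC80 ATP and 100% = DMSO alone without ATP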
OXTR potentiate – potentiates the human oxytocin receptor response | P30559 | CHO-OTR cells, Fluo-8 calcium fluorescence, potentiator mode; 0% = oxytocin EC15, 100% = EC100 | activation, % at 3 µM | 0.061% of 320,000 active;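 active means activation above that plate's cutoff, the mean activation of tested compounds plus 3 SD, cut at about 6.6% in these data, passing the limit was not always enough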;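 further: 100% uses oxytocin at 75 nM as the full agonist control; some results filed as inactive read as strong as hits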
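Measured by – Fluo-8 calcium dye fluorescence · Test system – human OTR in CHO cells · Dosing – one concentration, 3.0 µM compound · Controls – EC15 oxytocin alone as 0%, 75 nM oxytocin as 100% · Evaluation – normalized max/min fluorescence ratio, % activation · Timing – 6 min pre-incubation, 100 s read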
OXTR agonist – agonists of human oxytocin receptor; P30559; CHO-OTR cells, Fluo-8 calcium fluorescence; normalized: DMSO 0%, oxytocin 100%; activation, % at 3 µM; 0.32% of 320,000 active; AID 2435;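 active means activation above the mean of all tested compounds plus 3 SD, cutoff set per screening run, cut at about 20% in these data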;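 further: peak over basal fluorescence ratio from a 100 s FLIPR kinetic read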
M1 ag parental – counter-screen for M1 agonists: effect in parental CHO-K1 cells | Fluo-8 calcium fluorescence; scaled to maximal ATP response, vehicle zero | activation, % at 3 µM | 0.48% of 360,000 active; in the data active means activation above about 15%;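 further: untransfected CHO-K1 host cells lacking M1 receptor as counterscreen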
CHO parental Ca – counter-screen for OX1R antagonists: effect in parental CHO cells. AID 463079. 0.63% of 330,000 active. inhibition, % at 5.6 µM. parental CHO-K1, ATP-induced calcium, Fluo-8 fluorescence;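 active means inhibition above that plate's mean sample inhibition plus 3 SD, cut at about 26% in these data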;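 further: 0% = ATP-challenged DMSO wells and 100% = DMSO wells without ATP; some compounds past the cut are filed as inactive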
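material = parental CHO cells | also added = ATP as calcium-mobilizing challenge | dosing = single point at 5.6 µM | detection = intracellular calcium via Fluo-8 no-wash fluorescent dye | read-out = % inhibition | benchmarks = low control ATP plus DMSO, high control DMSO only | repeats = one well per compound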
An asterisk follows results filed as active; nt = not tested or not shown; & = joins results of further samples.

entry	SMILES	CHO parental Ca	CHO-K1 Ca antag	GPR7 antagonist	TAAR1 antag	OXTR potentiate
1	Cc1c(C=C2C(=O)N(C)C(=O)N(C)C2=O)c(=O)n(-c2ccccc2)n1C	-5.3	-4.1	0.7	-3.3	-2.9
2	CCOC(=O)[C@@]12C(=O)C(=O)N[C@]1(c1ccccc1)C1OCCCC12 (some centres undefined)	-12.6	1.1	-10.6	-21.0	-0.9
3	CC(=O)NC(Cc1ccc(N(CCCl)CCCl)cc1)C(=O)NC(C(=O)O)C(C)C (centres undefined)	9.1	-3.9	-8.2	2.2	-4.1
4	CCC1(C)CN(S(=O)(=O)OCC(Cl)(Cl)Cl)C(=O)N1 (centres undefined)	-13.6	11.9	-13.5	-1.9	-9.2
5	CCC(COC(=O)c1cc(OC)c(OC)c(OC)c1)(c1ccccc1)N(C)C (centres undefined)	-33.9&-15.6&-22.7	-5.3&-8.9	-13.9	-14.6&-7.5	-5.2&1.3&-2.2
6	O=C(CCC(=O)N1CC2C[C@@H](C1)Cn1c2cccc1=O)NCCc1ccccc1F	-1.2	-10.3	1.0	-7.0	3.3
7	O=CNc1ccc(OP(=O)(Oc2ccccc2)Oc2ccccc2)cc1	-16.2	-15.0	-3.0	9.0	-8.2
8	O=C1NC(=S)NC(=O)C1Cc1ccccc1O	nt	-15.2	nt	0.6	nt
9	CC(CCN1CC1)=NNC(=O)Nc1cccc2ccccc12	nt	-17.2	nt	-25.4	nt
10	COP(=S)(OC)Oc1ccc(SC)c(C)c1	nt	0.7	nt	-1.6	nt
11	CCOC(=O)C1CCN(/C=C2/C(=O)NC(=O)N(c3cccc(C)c3C)C2=O)CC1	-4.7	-10.6	1.8	8.6	2.1
12	COc1cccc(C)c1NC1=NCCO1	nt	-4.3	nt	60.8*	nt
13	CCOC(=O)C(O)(c1ccc(N(C)C(=O)c2ccc(Cl)c(Cl)c2)cc1)C(F)(F)F (centres undefined)	-21.2	-0.9	15.5	3.8	-4.7
14	NC(Cc1ccc(F)cc1)c1csc(Nc2ccccn2)n1 (centres undefined)	nt	7.1	nt	8.2	nt

entry	M1 PAM parental	V1aR counter	OXTR agonist	M1 ag parental
1	10.3	0.1	0.4	0.5
2	10.2	-0.1	1.7	1.5
3	22.3	0.8	1.3	0.3
4	-7.8	0.8	0.4	0.4
5	9.5&12.9	2.2&-1.0&-0.1	-1.8&-2.8&-1.8	0.9&0.9
6	10.6	0.9	0.0	0.8
7	22.1	0.3	-1.5	6.2
8	20.9	nt	nt	0.8
9	8.4	nt	nt	0.0
10	-0.9	nt	nt	-0.7
11	28.1	0.3	1.1	0.7
12	8.1	nt	nt	0.3
13	9.8	2.8	-1.1	2.5
14	7.8	nt	nt	1.8

Whole records as entered above. Values in the order: CHO parental Ca, CHO-K1 Ca antag, GPR7 antagonist, TAAR1 antag, OXTR potentiate, M1 PAM parental, V1aR counter, OXTR agonist, M1 ag parental
`CC(CCN1CC1)=NNC(=O)Nc1cccc2ccccc12` as listed: nt, -17.2, nt, -25.4, nt, 8.4, nt, nt, 0.0
`O=C(CCC(=O)N1CC2C[C@@H](C1)Cn1c2cccc1=O)NCCc1ccccc1F` as listed: -1.2, -10.3, 1.0, -7.0, 3.3, 10.6, 0.9, 0.0, 0.8
`NC(Cc1ccc(F)cc1)c1csc(Nc2ccccn2)n1` (centres undefined) as listed: nt, 7.1, nt, 8.2, nt, 7.8, nt, nt, 1.8
`CC(=O)NC(Cc1ccc(N(CCCl)CCCl)cc1)C(=O)NC(C(=O)O)C(C)C` (centres undefined) as listed: 9.1, -3.9, -8.2, 2.2, -4.1, 22.3, 0.8, 1.3, 0.3

Three compounds picked at random from the list so far:
entry	SMILES	CHO parental Ca	CHO-K1 Ca antag	GPR7 antagonist	TAAR1 antag	OXTR potentiate
4	CCC1(C)CN(S(=O)(=O)OCC(Cl)(Cl)Cl)C(=O)N1 (centres undefined)	-13.6	11.9	-13.5	-1.9	-9.2
10	COP(=S)(OC)Oc1ccc(SC)c(C)c1	nt	0.7	nt	-1.6	nt
7	O=CNc1ccc(OP(=O)(Oc2ccccc2)Oc2ccccc2)cc1	-16.2	-15.0	-3.0	9.0	-8.2

entry	M1 PAM parental	V1aR counter	OXTR agonist	M1 ag parental
4	-7.8	0.8	0.4	0.4
10	-0.9	nt	nt	-0.7
7	22.1	0.3	-1.5	6.2

Only part of the results is shown; the hit share may differ from the screen's.
